SKBR3 24h inh = SK-BR-3 proliferation inhibitors; viability, % at 10 µM; SK-BR-3 viability, CellTiter-Glo ATP luminescence, 24 h; stronger effect = lower value; 0.47% of 41,000 active;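 active = viability at or below the median of all test compounds minus 3 SD, in both replicates if run twice, cut at about 45% in these data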;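 also: 100% = median untreated cell wells and 0% = median positive control drug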
Starred values were filed as active, the others as inactive. These rows are one share of the data, so the mix of outcomes need not match the whole.

SMILES | SKBR3 24h inh
COc1cc(C(=O)Nc2ccc(O)cc2C(=O)O)ccc1OC(C)=O | 105.1
C/C=C/c1ccc(OCCSc2nc(C)cc(=O)[nH]2)c(OC)c1 | 91.8
CN(C)c1ccc(CNn2cnnc2SCc2ccc(F)cc2)cc1 | 66.0
O=C(CS(=O)(=O)c1cn(Cc2cccc(F)c2)c2ccccc12)N1CCCCC1 | 71.7
NC(=O)Cc1c[nH]c2cccc(O)c12 | 109.2
Cc1cccc(N2CCN(C(=O)c3cc4c(=O)[nH]c5ccccc5c4n3C)CC2)c1C | 80.8
O=C(O)COc1ccc2occ(C(=O)c3ccccc3)c2c1 | 90.0
CCCC(NC(=O)CNC(=O)C(C)(C)C)C(=O)O (configuration not stated) | 88.1
COC(=O)Cc1c(C)nc2nc(-c3ccc(OC)cc3)[nH]n2c1=O | 83.6
c1coc(CNc2c3c(nc4ncnn24)CCCC3)c1 | 91.8
CCCNS(=O)(=O)c1ccc(CCC(=O)N2CCC(C)CC2)cc1 | 85.2
O=C1C2CC=C(Cl)CC2C(=O)N1CCc1ccccc1 (configuration not stated) | 100.1
Cc1ccc2c(c1)N(CC(=O)N1CCc3ccccc3C1)C(=O)CO2 | 98.8
Nc1nnc(CSCc2ccc(F)cc2)s1 | 127.4
CCOC(=O)C1=C(N)N2C(=O)C(C)SC2=C(C(=O)OCC)C1c1ccccc1 (configuration not stated) | 98.3

Fetched one by one from above (4):
SMILES | SKBR3 24h inh
NC(=O)Cc1c[nH]c2cccc(O)c12 | 109.2
O=C(CS(=O)(=O)c1cn(Cc2cccc(F)c2)c2ccccc12)N1CCCCC1 | 71.7
COc1cc(C(=O)Nc2ccc(O)cc2C(=O)O)ccc1OC(C)=O | 105.1
c1coc(CNc2c3c(nc4ncnn24)CCCC3)c1 | 91.8

Arranged by molecular weight (high to low): 3 of the compounds above.
SMILES | SKBR3 24h inh
CCOC(=O)C1=C(N)N2C(=O)C(C)SC2=C(C(=O)OCC)C1c1ccccc1 (configuration not stated) | 98.3
CCCNS(=O)(=O)c1ccc(CCC(=O)N2CCC(C)CC2)cc1 | 85.2
O=C1C2CC=C(Cl)CC2C(=O)N1CCc1ccccc1 (configuration not stated) | 100.1

The list continues:
SMILES | SKBR3 24h inh
O=C(NC(C(=O)N1CCCC1C(=O)O)=C1CCCCC1)c1ccccc1 (configuration not stated) | 90.5
Cc1ccc2[nH]c(=O)c(CNC(C)(C)C)cc2c1 | 89.1
COc1ccccc1N1CCN(C(=O)C2CCN(S(=O)(=O)c3ccccc3)CC2)CC1 | 91.8
Cc1[nH]c(=O)cc2ccccc12 | 81.3
CN1CCC(OC(=O)COc2ccc(C(C)(C)C)cc2)CC1 | 79.1
COc1ccc(C2C3=C(CCCC3=O)Nc3nc(-c4cc(OC)c(OC)c(OC)c4)nn32)cc1OC (configuration not stated) | 55.8
COC(=O)c1ccc(CNC(=O)CSc2nc3sc(C)c(C)c3c(=O)n2C)o1 | 81.8
Cc1cnc(NC(=O)C2CCCO2)s1 (configuration not stated) | 78.3
COc1cc(OC)cc(-c2nc3cc(C)ccc3o2)c1 | 94.6
Cc1nc2ccccc2c2nc3ccccc3n12 | 85.5
O=C(Nc1ccc(F)cc1)N1CCN(C/C=C/c2ccccc2)CC1 | 79.0
NCCCCCc1nnc(SCc2cccc(Cl)c2)o1 | 86.5
COCCn1cc(C(=O)NCCCN2CCC(C)CC2)c2c3ccccc3n(C)c2c1=O | 66.6
COc1ccc(-c2cnnn2-c2ccc(N)cc2)cc1OC | 86.5
O=C(NCc1ccco1)Nc1ccccc1Cl | 92.8

Two successive entries already listed, for reference:
SMILES | SKBR3 24h inh
O=C(NC(C(=O)N1CCCC1C(=O)O)=C1CCCCC1)c1ccccc1 (configuration not stated) | 90.5
Cc1ccc2[nH]c(=O)c(CNC(C)(C)C)cc2c1 | 89.1

The list continues.
SMILES | SKBR3 24h inh
COc1ccc(NC(C)=O)c2nc(C)c(C)nc12 | 102.3
O=C(OCCNc1ncc(C(F)(F)F)cc1Cl)c1ccc(S(=O)(=O)N2CCOCC2)cc1 | 100.2
CS(=O)(=O)N1CCN(c2ccccc2NC(=O)CSc2ccc(Cl)cc2)CC1 | 78.6
CCOC(=O)CSc1nc2ccccc2c(=O)n1C | 109.0
CN(C)c1ccc(C(C(=O)NC(C)(C)C)N(C(=O)c2csnn2)C2CC2)cc1 (configuration not stated) | 110.5
O=C(CN1CCN(C(=O)c2ccccc2)CC1)Nc1ncc(Br)cc1Br | 84.3
O=C(NCCO)c1cc2ccccc2c(=O)s1 | 84.5
CCOc1ccc(C(=O)NCCN(C)C)cc1 | 93.5
O=C(CCn1cnc2ccccc2c1=O)Nc1nc2c(s1)CCCC2 | 101.3
COc1ccc(OC)c(NC(=O)C2CC(=O)n3ncnc3N2)c1 (configuration not stated) | 97.0
O=C(O)c1ccc(COc2cccc(CO)c2)cc1 | 94.2
COC(=O)CSc1nnc(CNC(=O)c2cccs2)n1-c1cccc(C)c1 | 90.8
CCc1c(C)nc(N2CCN(Cc3ccccc3)CC2)[nH]c1=O | 87.1
CCCOc1ccc(-c2nc(C#N)c(N3CCN(C)CC3)o2)cc1 | 89.7
O=S(=O)(NC1CCCC1)c1ccc(S(=O)(=O)N2CCCN(Cc3ccccc3)C2)cc1 | 85.8
COc1cc(C)c(S(=O)(=O)Nc2ccccc2F)cc1C | 92.2
CCOCc1nnc(NC(=O)COC)s1 | 94.0
Cn1c(SCC(=O)Nc2ccc(N3CCOCC3)cc2)nnc1-c1ccccc1 | 85.9
COc1ccc(CN(C)C2CCCCC2)cc1 | 106.0
CCN(CC)S(=O)(=O)c1cccc(C(=O)Nc2nncs2)c1 | 94.3
CCCCCCSC1=C(C#N)C(c2ccc(C)o2)CC(=O)N1 (configuration not stated) | 102.2
CC(=O)N1C(=O)N(C)C2C1N(C(C)=O)C(=O)N2C (configuration not stated) | 76.0
CC(C)(C)C(=O)Oc1cc(N)n(S(=O)(=O)c2ccc(F)cc2)n1 | 95.6
CCc1nnc(NC(=O)c2ccc(OC)cc2OC)s1 | 90.8
Cc1cc(C)nc(SCCS(=O)(=O)Cc2ccccc2)n1 | 99.5
CCOCCCNC(=O)c1ccc(CS(=O)(=O)Cc2ccc(C)cc2)o1 | 95.0
CCOC(=O)CN(C(=O)CSc1nnc(-c2ccc(OC)c(OC)c2)o1)c1ccc(F)cc1 | 85.0
CCN(CC)S(=O)(=O)c1ccc2c(c1)c(=O)c(C(=O)N1CCOCC1)cn2C | 99.2
COc1ccc(CN(C(=O)c2ccco2)c2ccc(C)cc2)cc1OC | 66.3
CCC12CN3CC(CC)(CN(C1)C3c1ccccc1Cl)C2O (configuration not stated) | 71.4
CCS(=O)(=O)N1CCCC(C(=O)NCCN(C)Cc2ccccc2)C1 (configuration not stated) | 71.5
COc1cc2c(cc1OC)C(C(=O)NCC1COc3ccccc3O1)C(c1cccnc1)N(C)C2=O (configuration not stated) | 102.1
Cc1nc2ccccc2n1CC(=O)NCc1ccccc1 | 113.4
CCc1cccc(NC(=O)NC2CCCCC2)c1 | 87.9
O=S(=O)(Cc1ccccc1)N1CCCCCC1 | 106.0
Cc1ccc(CCN2CC(C(=O)NCCN3CCCCCC3)CC2=O)cc1 (configuration not stated) | 96.9
Nc1nnc(C(=O)c2ccccc2N)s1 | 94.0
COc1cccc(NC(=O)CCN2CCN(c3ccccc3F)CC2)c1 | 110.9
O=c1c(F)cn(C2CCCO2)c(=O)n1Cc1ccccc1F (configuration not stated) | 98.1
CCN1CC2CCCC3(C1)C(=O)NC1(CCCCC1)N=C23 (configuration not stated) | 97.9
COc1ccc(-c2nc(C#N)c(NCc3ccccc3Cl)o2)cc1OC | 71.5
CC(C)(C)OC(=O)N1CC=C2C(C#N)=C(N)C(C#N)(C#N)[C@H](c3cccnc3)[C@H]2C1 | 95.1
CCOc1ccc(C2C(C#N)=C(N)SC(N)=C2C#N)c(OCC)c1 | 91.8
CC(C)(C)NC(=O)CSc1nnc(Cc2ccc3c(c2)OCO3)n1C1CCCCC1 | 74.0
CCC(=O)Nc1cc(-c2nnc(OC)c3ccccc23)ccc1N1CCOCC1 | 87.3
O=C(O)CSC1=NCCN1 | 86.3
CN1C(=O)c2ccccc2C(C(=O)O)C1c1cn(C)c2ccccc12 (configuration not stated) | 91.8
COCCOC(=O)C1=C(C)N(Cc2ccccc2)C(=O)NC1c1cccc(OC)c1OC (configuration not stated) | 96.2
COC(=O)c1cc(OC)c(OC)cc1NC(=O)c1c(-c2ccccc2)noc1C | 72.8
CC1=C(C(=O)OC2CCCC2)C(c2ccc(C)o2)C2=C(CC(c3cccs3)CC2=O)N1 (configuration not stated) | 101.6
C/C=C/c1ccc(OCCCn2cncn2)c(OC)c1 | 86.4
COc1ccc(N2C(=O)c3cccc4cccc(c34)C2=O)nn1 | 103.7
CN(Cc1ccccc1)C(=O)c1ccc2c(c1)OCCO2 | 91.0
O=C(CN(C(=O)CNS(=O)(=O)c1ccccc1)C1CCCC1)NCc1ccco1 | 91.0
C=C(C)CN=c1scc(C)n1/N=C/c1ccco1 | 94.6
COc1cccc(OCc2nnc(SCC(=O)OC3CCCCC3)n2C)c1 | 84.4
COc1ccccc1-c1noc(-c2ccccc2C(=O)Nc2ccccc2)n1 | 83.0
O=C(CCN1C(=O)C2CC=C(Cl)CC2C1=O)NCc1ccco1 (configuration not stated) | 86.5
Clc1ccc(CSc2ncccn2)cc1 | 79.0
c1ccc(C(Cc2nc(-c3ccccn3)no2)c2ccccc2)cc1 | 79.1

Two entries from above, tab-delimited:
canonical_smiles	SKBR3 24h inh
COc1ccccc1-c1noc(-c2ccccc2C(=O)Nc2ccccc2)n1	83.0
COCCOC(=O)C1=C(C)N(Cc2ccccc2)C(=O)NC1c1cccc(OC)c1OC (configuration not stated)	96.2

The list continues.
SMILES | SKBR3 24h inh
COC(=O)c1ccc(S(=O)(=O)NCCSc2nnc3c4ccccc4n(C)c3n2)cc1 | 68.4
Cn1c(SCC(N)=O)nnc1-c1ccccc1 | 90.0
Cc1ccc(C)c(S(=O)(=O)Nc2ccccc2C(=O)Nc2cc(C)on2)c1 | 91.8
O=C(NCc1ccncc1)c1cccc(F)c1 | 97.2
COCCCNC(=O)C1CC(=O)N(c2ccc(C)cc2)C1 (configuration not stated) | 104.1
Cc1ccc(-c2cc(C(=O)NCc3cccs3)no2)cc1 | 98.9
Cc1ccccc1-n1c(SCc2c(C)noc2C)nnc1-c1ccncc1 | 83.9
Cc1cc(/C=N/n2cnnc2)c(C)n1-c1cc(Cl)ccc1Cl | 99.4
Cn1c(=S)[nH]c2cccnc21 | 91.3
CCCCCCNC(=O)c1c(O)c2ccccc2[nH]c1=O | 102.4
COc1cccc(-c2c(NC(=O)c3ccco3)n(-c3ccc(C)cc3)nc(C)c2=O)c1 | 90.9
CCOC(=O)C(NC(=O)CC)(Nc1ccc(S(=O)(=O)Nc2onc(C)c2C)cc1)C(F)(F)F (configuration not stated) | 83.3
CN1CCc2c(sc3c2C(=O)NC(c2ccc4c(c2)OCO4)N3)C1 (configuration not stated) | 110.7
Cc1ccc(C)n1-c1ccc(-n2cnnn2)cc1 | 87.0
Cc1cc(N2CCOCC2)nc2ccc(NC(=O)CCC(=O)N3CCCCC3)cc12 | 96.3
CC1CN(C2CCN(C(=O)c3ccccc3Cl)CC2)CC(C)O1 (configuration not stated) | 79.1
NC(=O)COC(=O)CCCc1c[nH]c2ccccc12 | 101.6
CCc1ccc(NC2=NCC(=O)N2Cc2ccc3c(c2)OCO3)cc1 | 82.1
COc1ccc(NC(=O)Cn2nnc(-c3ccccc3N)n2)cc1OC | 87.2
Cc1cc(NC(=O)CSc2nnc(-c3ccc(S(=O)(=O)N4CCCC4)cc3)n2C)no1 | 104.2
Cc1cc(N2CCCCC2)nc(SCc2ccc(C#N)cc2)n1 | 60.0
O=C(CSc1nc2c(c(=O)n1-c1ccc(F)cc1)SCC2)NCC1CCCO1 (configuration not stated) | 113.9
O=C(NCC1CCCO1)c1c(O)c2cccc3c2n(c1=O)CC3 (configuration not stated) | 85.4
CCOCCCNC(=O)C(NC(=O)c1ccccn1)c1ccc(C)cc1 (configuration not stated) | 84.5
CNC(=O)CN(Cc1ccccc1)S(=O)(=O)c1ccccc1 | 96.4
Cc1ccc(C(=O)CC2(O)C(=O)N(Cc3ccccc3Cl)c3ccccc32)o1 (configuration not stated) | 93.4
CCN(CC)CCOC(=O)C1(c2ccc(OC)c(OC)c2)CCCC1 | 76.3
CCOC(=O)c1sc(=NC(=O)c2ccc(S(=O)(=O)N3CC(C)OC(C)C3)cc2)n(C)c1C (configuration not stated) | 83.2
Cc1ccc2cc(C#N)c(N3CCCN(C(=O)C4CCCO4)CC3)nc2c1C (configuration not stated) | 113.7
O=C(CSc1nc(-c2cccs2)cc(C(F)(F)F)n1)NCCCn1ccnc1 | 74.4
CCOC(=O)Cn1c(C)nc2ccccc21 | 98.3
Nn1c(SCc2cn3ccsc3n2)nnc1-c1ccncc1 | 103.0
c1coc(-c2nnc(SCc3nc4ccccc4[nH]3)o2)c1 | 95.7
Nc1nncn1C(=O)CCCN1C(=O)c2ccccc2C1=O | 91.5
Cc1ccc(S(=O)(=O)NCc2ccc(C(=O)NCCCN3CCN(C)CC3)cc2)cc1 | 81.3
COc1ccc(C2C(C(=O)Nc3cccc(C)n3)c3ccccc3C(=O)N2C)cc1OC (configuration not stated) | 109.7
CSc1nc2sc3c(c2c(=O)[nH]1)CCC(C)C3 (configuration not stated) | 81.5
CCC(=O)Nc1sc(C(=O)N2CCCCC2)c(C)c1C#N | 85.5
OC(CN1c2ccccc2Sc2ccccc21)Cn1nnc2ccccc21 (configuration not stated) | 93.6
COC(=O)c1cc(OC)c(OC)cc1NC(=O)c1oc2ccccc2c1C | 84.3
COc1cc(NC(=O)NCc2ccncc2)cc(OC)c1OC | 88.1
Fc1cnc(N2CCOCC2)nc1N1CCc2ccccc21 | 93.8
Cc1[nH]nc2c1C(c1ccc(F)cc1)C1=C(CC(C)(C)CC1=O)N2 (configuration not stated) | 91.7
CCCC1CC(c2csc(N)n2)CCO1 (configuration not stated) | 108.4
CCOc1ccc(NC(=O)CCN2CCN(S(=O)(=O)c3cc(Cl)ccc3OC)CC2)cc1 | 89.9
CC1CN(c2oc(Cc3cccc4ccccc34)nc2C#N)CC(C)O1 (configuration not stated) | 88.6
O=c1c2ccccc2nc(SCc2cn3ccsc3n2)n1-c1ccc(F)cc1 | 72.9
O=C(c1cccs1)N1CCC(c2nc(-c3ccc(S(=O)(=O)N4CCOCC4)cc3)no2)CC1 | 104.1

Source: PubChem BioAssay (SRMLSC)
